Screens (PubChem BioAssay)
PTPN22 act: LYP (human) phosphatase activation; Q9Y2R2; recombinant LYP, DiFMUP fluorescence; 0 = plate median, 100 = signal doubled; activation, % at 2 µM; actives 0.11% (n = 96,000);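 active = activation at 2 µM above a set limit, the mean plus 5 SD, cut at about 37% in these data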
S1P2 antag: blocks the human S1P2 receptor. O95136. cell-based S1P2 antagonist assay, inhibition at 5 uM. inhibition, % at 5 µM. actives 0.21% (n = 97,000); in the data active = inhibition above about 45%;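 note: CRE beta-lactamase reporter cells expressing human S1P2 stimulated with S1P; 0% = agonist at EC80 alone and 100% = agonist plus reference antagonist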
Target sequence (O95136 whole entry, looked up): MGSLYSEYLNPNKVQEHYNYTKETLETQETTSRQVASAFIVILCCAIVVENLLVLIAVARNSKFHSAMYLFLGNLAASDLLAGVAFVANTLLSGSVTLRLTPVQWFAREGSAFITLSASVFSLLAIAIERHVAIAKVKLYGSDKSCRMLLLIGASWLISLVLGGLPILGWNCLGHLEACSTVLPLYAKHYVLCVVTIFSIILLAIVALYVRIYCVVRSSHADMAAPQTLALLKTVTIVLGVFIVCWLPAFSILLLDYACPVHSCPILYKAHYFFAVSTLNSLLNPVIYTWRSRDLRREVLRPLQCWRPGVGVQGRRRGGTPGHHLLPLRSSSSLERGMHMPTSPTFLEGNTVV
sEH inh: inhibitors of human soluble epoxide hydrolase; AID 707; P34913; recombinant human sEH enzymatic activity assay; inhibition, % at 2 µM; actives 0.34% (n = 91,000); in the data active = inhibition above about 80%; note: values of inactives mirror those of a sister screen read the other way; many of its hits are not listed in these tables
Target sequence (P34913 whole entry, looked up): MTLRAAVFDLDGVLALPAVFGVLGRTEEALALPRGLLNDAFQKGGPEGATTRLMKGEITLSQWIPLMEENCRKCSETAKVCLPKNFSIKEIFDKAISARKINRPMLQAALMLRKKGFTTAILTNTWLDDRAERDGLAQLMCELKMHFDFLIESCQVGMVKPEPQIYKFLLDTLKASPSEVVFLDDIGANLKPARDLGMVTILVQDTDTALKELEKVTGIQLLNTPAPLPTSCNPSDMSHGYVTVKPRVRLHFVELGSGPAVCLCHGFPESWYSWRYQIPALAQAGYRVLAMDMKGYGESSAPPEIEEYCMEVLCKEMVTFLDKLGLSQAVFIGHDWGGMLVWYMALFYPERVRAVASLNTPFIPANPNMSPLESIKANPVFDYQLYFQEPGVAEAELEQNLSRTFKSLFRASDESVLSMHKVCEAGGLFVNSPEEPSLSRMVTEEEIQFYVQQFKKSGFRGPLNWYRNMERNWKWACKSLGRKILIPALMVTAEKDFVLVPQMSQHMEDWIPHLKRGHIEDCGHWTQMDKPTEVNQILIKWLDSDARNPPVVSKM
PostGolgi ctrl: yeast control strain growth, post-Golgi counter-screen; efflux-deficient yeast background strain, growth absorbance A615, 16 h; inhibition, % at 10 µM; actives 5% (n = 98,000); AID 738; in the data active = inhibition above about 30%
S1P2 ag: agonists of human S1P2 receptor | actives 0.46% (n = 97,000) | activation, % at 4.5 µM | S1P2-expressing cell line, agonist reporter read-out | O95136 | AID 729; in the data active = activation above about 16%;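 note: 0% = vehicle low control and 100% = maximal reference agonist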
Lung fibro prol: blocks proliferation of human lung fibroblasts. LL 47 human lung fibroblast viability, ATP luminescence; hits give low values. viability, % at 10 µM. actives 1.1% (n = 85,000). AID 719;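 active = viability at or below 50% in the single dose screen; inactive = viability above 50%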;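 note: compound exposure lasted 72 h before the ATP readout; 100% = median luminescence of untreated cell-only wells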
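Test system: LL 47 human lung fibroblasts / Quantity: 1,150 cells in each well / Medium: IMEM growth medium with 15% fetal bovine serum / Incubation: 72 h compound exposure at 37 °C after overnight plating / Detection: CellTiter-Glo luminescence measuring cellular ATP / Read-out: % viability versus median cells-only luminescence / Benchmarks: cell-only wells, no compound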
HUVEC inhibit: inhibitors of human endothelial cell proliferation. HUVEC proliferation, CellTiter-Glo luminescence, 72 h; hits give low values. viability, % at 10 µM (by protocol). actives 1.1% (n = 86,000). AID 648;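 active = viability at or below 30%; inactive = viability above 30%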;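 note: 100% = median luminescence of DMSO-only cell control wells on each plate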
H69AR inhibit: blocks growth of human H69AR lung tumor cells. H69AR lung tumor viability, ATP luminescence, 72 h; hits give low values. viability, % at 10 µM. actives 6% (n = 85,000). AID 598;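 active = viability at or below 40%; inactive = viability above 40%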;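 note: multidrug resistant small cell line overexpressing MRP-1 efflux transporter; 100% = mean luminescence of untreated control wells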
sEH act: activators of human soluble epoxide hydrolase | AID 717 | purified human sEH enzymatic activity, activator screen | actives 0.04% (n = 91,000) | P34913 | activation, % at 2 µM; in the data active = activation above about 37%; note: values of inactives mirror those of a sister screen read the other way
Starred values were filed as active, the others as inactive; · = not tested or not shown. Only part of the results is shown; rates above refer to the full screens.

SMILES	PTPN22 act	S1P2 antag	sEH inh	PostGolgi ctrl	S1P2 ag	Lung fibro prol	HUVEC inhibit	H69AR inhibit	sEH act
CCCn1c(/N=C/c2ccc3c(c2)OCO3)nc2ccccc21	4	12	-2	5	0	99	96	90	3
O=c1c2ccccc2nc(CSc2nnnn2-c2ccccc2)n1-c1ccccc1	·	·	·	7	·	70	33	15*	·
O=C1OC(Nc2ccc(Br)cc2F)c2ccccc21 (configuration not stated)	13	-3	3	·	-2	98	98	99	-5
CCOC(=O)CNC(=O)c1sc(NC(=O)c2cccc(F)c2)nc1C	0	-16	21	35*	0	·	·	·	-22
Nn1c(SC/C=C/c2ccccc2)nnc1-c1ccccn1	-1	-16	-6	7	-3	99	105	91	7
CCOC(=O)C1CCCN(CC(=O)Nc2c(F)c(F)c(F)c(F)c2F)C1 (configuration not stated)	-6	-2	10	2	-3	95	94	102	-10
Cn1c(=O)c2c(nc(NCc3ccc4c(c3)OCO4)n2Cc2ccccc2)n(C)c1=O	-12	-7	6	18	-8	97	89	29*	-6
CCCCn1c(CCCNC(=O)CC)nc2ccccc21	2	6	6	2	-5	92	101	91	-2
COc1ccc(C2CC(C(F)(F)F)n3ncc(C(=O)NCC4CCCO4)c3N2)cc1OC (configuration not stated)	-4	-23	·	0	0	·	·	·	·
Cc1[nH]c2ccccc2c1C(c1ccccn1)N1CCC(C)CC1 (configuration not stated)	4	8	·	8	-8	76	85	58	·
COC(=O)c1cccc(NC(=O)CN(c2ccc3c(c2)OCO3)S(C)(=O)=O)c1C	-7	-7	0	1	-5	96	94	97	0
CCOC(=O)N1CCC(NC(=O)Cc2ccc(-n3c(=O)[nH]c4ccccc4c3=O)cc2)CC1	5	-4	6	·	-2	104	104	96	-6
Cc1cc(C)cc(NC(=O)c2ccc(Cn3nc(C)c(Cl)c3C)o2)c1	-5	0	19	·	-3	96	80	59	-15
CN(c1ccc(OCC(=O)Nc2ccc3[nH]c(=O)[nH]c3c2)cc1)S(=O)(=O)c1ccc(Cl)cc1	-6	-12	1	6	-8	106	100	97	1
Cc1ccccc1NC(=O)CSc1nc(N)c(C#N)c(-c2cccs2)c1C#N	1	-42	31	-1	3	55	59	27*	-27
Cc1ccc(C(=O)C2CCN(CC(=O)Nc3ccc(N(C)C)cc3)CC2)cc1	3	-6	10	2	-12	92	103	90	-13
COc1ccc(-n2nnnc2SCC(=O)NCCc2ccc(OC)c(OC)c2)cc1	2	11	20	12	-3	92	87	79	-19
Cc1ccc(S(=O)(=O)N(C)CC(=O)Nc2nc3ccccc3s2)cc1	5	-14	1	14	1	95	100	76	-1
NC(=O)c1sc2nc3c(c(-c4cccnc4)c2c1N)CCC3	-7	-8	6	·	-10	102	99	75	-1
O=[N+]([O-])c1ccc(N2CCN(S(=O)(=O)Cc3ccccc3)CC2)cc1N1CCOCC1	6	14	-2	17	-3	·	·	·	2
Cc1nn2c(N)c(C#N)cnc2c1-c1ccccc1	0	-32	7	·	10	95	93	84	-5
O=C(Cc1coc2ccc3ccccc3c12)N1CCCC1	6	-29	0	3	25*	93	89	74	0
CC(C)OCCCn1c(=S)[nH]c2ncccc2c1=O	-11	10	-7	4	-9	107	110	·	8
Cc1cc(OCc2nn[nH]n2)c2c(C)c(Cc3ccccc3)c(=O)oc2c1	8	-4	7	32*	-7	97	105	92	-9
Cc1nc2ccccc2cc1C(=O)NCc1ccco1	-3	-9	-16	·	1	104	101	90	18
CCN(CC)Cc1cc(CC(C(N)=O)C(N)=O)ccc1OC	-4	16	-12	-3	-1	96	93	100	9
O=C(NC1CCS(=O)(=O)C1)C1CCCCN1S(=O)(=O)c1ccc(Cl)cc1 (configuration not stated)	-9	6	-4	27	-7	96	102	96	6
O=C(Nc1ccc(F)cc1)N1CCn2c(nc3ccccc32)C1	-2	-4	·	-7	-7	97	107	106	·
Cc1ccc(C(=O)C[n+]2cccc3ccccc32)cc1	-22	24	2	8	-8	·	·	·	1
COc1cccc(SCc2noc(C(=O)NCC3CCCO3)c2C(=O)O)c1 (configuration not stated)	54*	-10	0	5	-7	·	·	·	5
Cc1cc(N2C(=O)CC(C(C)c3ccccc3)C2=O)no1 (configuration not stated)	11	-12	16	·	2	97	100	100	-13
Cc1cc(NC(=O)c2cccc(S(=O)(=O)N3CCCCCC3)c2)n(-c2ccccn2)n1	-1	3	-6	-7	-1	88	88	66	5
COc1cc(S(=O)(=O)NCCCN2CCOCC2)ccc1Cl	-1	14	-8	2	-3	94	98	94	8
Cc1c(C(=O)NCc2ccccn2)oc2ccccc12	0	-9	9	11	-3	103	94	96	-5
C=CCOc1ccccc1CNCCCN1CCOCC1	5	-15	4	-4	-6	·	·	·	-2
Cc1ccc(-c2nc(CS(=O)CC(=O)NCc3ccccn3)c(C)o2)cc1 (configuration not stated)	4	0	·	2	-6	97	93	110	·
CCCOC(=O)c1ccc(Nc2cc(C)nc3ncnn23)cc1	0	-5	·	6	-7	111	87	71	·
COC(=O)c1ccc(CSc2nc3cc(Cl)ccc3s2)o1	-9	21	6	12	-3	93	96	103	-8
COc1ccc(NC(=O)Cc2nc3ccccc3[nH]2)cc1	-7	15	-7	12	-2	100	101	94	6
CC(C)[C@H](NC(=O)NCCc1ccccc1)C(=O)O	6	4	3	-2	-7	105	96	92	-3
CCc1nc2ccccc2c(C(=O)O)c1C	1	-8	2	1	-4	93	87	97	-4
Cc1nc2ccccc2c2c1C(=O)N(CCC1=CCCCC1)C2=O	-22	2	-3	14	-4	84	106	102	6
COCCn1c(C)cc(C(=O)COc2nc3ccccc3nc2C)c1C	1	31	·	5	-3	90	90	99	·
Cc1ccc(S(=O)(=O)N(CC(=O)N2CCOCC2)CC(=O)N2CCOCC2)cc1	-13	3	7	4	-3	98	96	106	-5
CC1CN(S(=O)(=O)c2ccc(NC(=O)c3ccco3)cc2)CC(C)O1 (configuration not stated)	4	-46	37	4	1	105	109	88	-36
COC(=O)C1=C(C)N(C)C(=O)NC1c1ccc(O)c(OC)c1 (configuration not stated)	-6	9	24	13	-2	104	100	92	-25
COC(=O)NC1CCC(CC2CCC(NC(=O)OC)CC2)CC1 (configuration not stated)	-4	-8	6	49*	-4	98	103	103	-6
CNC(=O)CSc1nnnn1-c1ccc(C)cc1C	3	0	-8	24	-1	96	90	99	9
CCCCC(=O)Nc1ccccc1C(=O)N1CCOCC1	0	17	-9	·	-5	111	97	87	9
CCOC(=O)c1cnc2sccn2c1=O	-4	-5	0	2	-1	98	100	92	6
Cc1ccc(S(=O)(=O)NCCNC(=O)c2cc(OCC(F)(F)F)ccc2OCC(F)(F)F)cc1	-4	6	-14	1	-4	·	·	·	14
N#Cc1ccccc1CSc1ccccn1	-2	5	6	14	-2	105	95	95	-5
CCC(C)(C)n1nnnc1C(C(C)C)N(CCCO)Cc1cc2cc(C)ccc2[nH]c1=O (configuration not stated)	-1	-6	10	6	-5	92	74	59	-10
CC1CCN(C(=O)N[C@@H](Cc2ccccc2)C(=O)O)CC1	·	·	·	0	·	111	103	105	·
Cc1cc(C)c(NC(=O)CN2CCOCCOCCOCCOCC2)c(C)c1	-4	-13	-11	·	-8	109	96	97	17
COc1ccc(C2C(C(N)=O)=C(C)Nc3nc(-c4cccc(Cl)c4)nn32)cc1OC (configuration not stated)	-10	-6	13	-1	-3	96	87	85	-12
O=C(CSc1nnc(NC(=O)C2CC2)s1)Nc1ccc(F)cc1	-9	-11	3	9	-2	98	99	89	-4
C=CCn1c(COc2ccc(Cl)cc2)nnc1SCc1ccc(C#N)cc1	-3	11	3	41*	-4	90	112	47	-4
CCCn1c(NC(=O)c2cccc(S(=O)(=O)N3CCCC3)c2)nc2ccccc21	·	·	·	36*	·	53	52	17*	·
CO/N=C\Cc1oc(=O)c(NC(=O)c2ccccc2)cc1C(=O)OC	-2	10	-11	4	-5	108	101	83	8
C=CCN=C(NC#N)SCC(=O)NCc1ccccc1	-3	7	4	-2	-6	113	92	61	-6
CCC(=O)c1cn(CC(=O)NCc2cccnc2)c2ccccc12	-5	-11	-14	8	-4	100	96	93	14
CCCCNC(=O)/C=C/c1ccc(OC)c(Br)c1	5	23	6	0	-6	·	·	·	-4

Grouped by structure: the entries above with an aryl methoxy group.
SMILES	PTPN22 act	S1P2 antag	sEH inh	PostGolgi ctrl	S1P2 ag	Lung fibro prol	HUVEC inhibit	H69AR inhibit	sEH act
COc1ccc(C2CC(C(F)(F)F)n3ncc(C(=O)NCC4CCCO4)c3N2)cc1OC (configuration not stated)	-4	-23	·	0	0	·	·	·	·
COc1ccc(-n2nnnc2SCC(=O)NCCc2ccc(OC)c(OC)c2)cc1	2	11	20	12	-3	92	87	79	-19
CCN(CC)Cc1cc(CC(C(N)=O)C(N)=O)ccc1OC	-4	16	-12	-3	-1	96	93	100	9
COc1cccc(SCc2noc(C(=O)NCC3CCCO3)c2C(=O)O)c1 (configuration not stated)	54*	-10	0	5	-7	·	·	·	5
COc1cc(S(=O)(=O)NCCCN2CCOCC2)ccc1Cl	-1	14	-8	2	-3	94	98	94	8
COc1ccc(NC(=O)Cc2nc3ccccc3[nH]2)cc1	-7	15	-7	12	-2	100	101	94	6
COC(=O)C1=C(C)N(C)C(=O)NC1c1ccc(O)c(OC)c1 (configuration not stated)	-6	9	24	13	-2	104	100	92	-25
COc1ccc(C2C(C(N)=O)=C(C)Nc3nc(-c4cccc(Cl)c4)nn32)cc1OC (configuration not stated)	-10	-6	13	-1	-3	96	87	85	-12
CCCCNC(=O)/C=C/c1ccc(OC)c(Br)c1	5	23	6	0	-6	·	·	·	-4

2 records picked at random from the list so far:
SMILES	PTPN22 act	S1P2 antag	sEH inh	PostGolgi ctrl	S1P2 ag	Lung fibro prol	HUVEC inhibit	H69AR inhibit	sEH act
CCCCC(=O)Nc1ccccc1C(=O)N1CCOCC1	0	17	-9	·	-5	111	97	87	9
N#Cc1ccccc1CSc1ccccn1	-2	5	6	14	-2	105	95	95	-5
